# TROY signal inh = TROY signaling inhibition. actives 0.98% (n = 360,000). inhibition, % at 10 µM. Q293 LMP1-TROYcd NF-kB luciferase reporter, 4 h;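 active = compounds whose plate-normalised and pattern-corrected inhibition of the luciferase reporter signal at the single screening dose is 50% or more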
# CF NFkB block = cystic fibrosis NF-kB activation inhibition; KKLEB NF-kB-GFP reporter, PAF-induced, GFP fluorescence overnight; inhibition, % at 5 µM; actives 0.86% (n = 360,000); AID 588850;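 active = at least 50% inhibition at 5 µM, scaled per plate between neutral and stimulator controls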;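 note: PAF is a Pseudomonas aeruginosa culture filtrate used as stimulus; plate controls were PAF-stimulated DMSO wells for no effect and unstimulated DMSO wells for full effect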
# LMP1 NFkB inh = reduces LMP1-driven NF-kappaB luciferase signal | LMP1-induced NF-kappaB luciferase reporter cells, luminescence | inhibition, % at 12.5 µM | actives 0.69% (n = 350,000) | AID 504558; in the data active = inhibition above about 41%;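 note: 0% = neutral control wells and 100% = reference inhibitor control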
# KKLEB tox = reduces viability of KKLEB cystic fibrosis airway cells. KKLEB CF airway cells viability, ATPlite luminescence, overnight; active compounds read low; cells stimulated with P. aeruginosa culture filtrate. activity change (cytotoxicity), % at 5 µM. actives 0.36% (n = 360,000);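 active = corrected activity change at or below -50% at 5 µM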
# NCOA3 inh = inhibits human SRC3 coactivator; Q9Y6Q9; HEK293 GAL4-SRC3 luciferase reporter, luminescence; inhibition, % at 3.6 µM; actives 0.17% (n = 360,000); AID 588352;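 active = inhibition above a per-campaign cutoff, the mean of all compounds plus 3 SD, cut at about 60% in these data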;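 note: 0% = DMSO-treated cells and 100% = gossypol-treated cells at 36 µM; higher means less SRC3-driven luciferase light from the GAL4 reporter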
# NCOA1 inh = inhibitors of human steroid receptor coactivator 1 (SRC1) | Q15788 | HEK293 GAL4-SRC1 luciferase reporter, luminescence | inhibition, % at 3.6 µM | actives 0.12% (n = 360,000);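 active = inhibition above the campaign mean plus 3 SD, with each screening campaign given its own cutoff, cut at about 60% in these data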;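 note: 0% = DMSO treated cells and 100% = gossypol at 36 µM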
# NR2F2 inh = inhibitors of human COUP-TFII (NR2F2); P24468; HEK293T NGFI-A luciferase reporter, luminescence; inhibition, % at 8.6 µM; actives 0.7% (n = 370,000);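 active = inhibition above a per-plate cutoff, mean inhibition of test wells between control levels plus 3 SD, cut at about 38% in these data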;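 note: cells cotransfected with COUP-TFII expression vector driving the NGFI-A reporter; 0% = median of COUP-TF2 test wells and 100% = reporter-only cells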
# LRH-1 inv ag = inverse agonists of human LRH-1 (NR5A2); O00482; HEK293T StAR-luciferase reporter, LRH-1 transfected, 24 h; inhibition, % at 3.6 µM; actives 0.13% (n = 360,000); AID 602396;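 active = inhibition above the mean inhibition of all tested compounds plus 3 SD, cut at about 73% in these data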;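 note: 0% = DMSO wells and 100% = reporter-only cells lacking LRH-1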
# C8 TRAIL sens = caspase-8 TRAIL sensitization; NB7+C8 cells + TRAIL, ATPlite viability luminescence; AID 624354; actives 1% (n = 360,000); inhibition (viability loss, TRAIL sensitization), % at 10 µM;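 active = compounds causing at least 50% loss of cell viability in the single-dose screen, relative to plate controls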
# SRC2 inh = inhibits human steroid receptor coactivator 2; inhibition, % at 9 µM; actives 0.17% (n = 370,000); HEK293 GAL4-SRC2 luciferase reporter, luminescence;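 active = inhibition above the mean inhibition of all tested compounds plus 3 SD, set per campaign, cut at about 52% in these data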;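 note: 0% = DMSO treated cells and 100% = cells given Gossypol at 36 µM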
# TWEAK-Fn14 inh = blocks TWEAK-Fn14 interaction in a reporter cell assay. TWEAK-stimulated Fn14 reporter cells, luciferase luminescence, 8 h. inhibition, % at 10 µM. actives 2% (n = 360,000). AID 1159606; in the data active = inhibition above about 50%
# The depositor's hits bear a star; . = no result given.
cpd	SMILES	NCOA1 inh	NCOA3 inh	NR2F2 inh	CF NFkB block	TROY signal inh	C8 TRAIL sens	SRC2 inh	LMP1 NFkB inh	KKLEB tox	LRH-1 inv ag	TWEAK-Fn14 inh
1	CC(=O)c1cc(C#N)c(N2CCN(c3ccccc3)CC2)nc1C	0	-2	-25	-17	-12	6	-22	.	20	-27	-21
2	COc1cc(/C=C/C(=O)O)cc(S(=O)(=O)Nc2ccc3nc(SC)sc3c2)c1OC	-5	10	0	15	5	6	-12	-4	5	0	8
3	COc1ccc(OC)c(CCNC(=O)C(C)n2nc(C)c3c(C)n(-c4ccccc4)nc3c2=O)c1 (stereo not drawn)	-6	3	-15	4	21	-11	29	4	-12	9	-4
4	COc1cccc(CN2CCNC(=O)C2CC(=O)NCCN2CCOCC2)c1OC (stereo not drawn)	2	-7	3	-29	-6	-4	-10	9	14	12	2
5	O=C1/C(=C/c2ccncc2)CCc2ccccc21	-3	1	-19	24	-2	21	19	6	-7	6	30
6	Cn1c(Cc2ccccc2)nnc1SCC(=O)Nc1ccc2c(c1)OCCO2	1	13	.	0	-32	2	.	-1	-6	16	32
7	CCN(CC)S(=O)(=O)c1cc(C(=O)OCC(=O)c2ccc3c(c2)NC(=O)CO3)ccc1Cl	12	9	10	-9	29	1	-24	6	-7	-9	-2
8	CCOc1ccccc1N(CC(=O)NC1CCCCC1)C(=O)CCCC(=O)Nc1ccccn1	2	4	5	7	.	-9	14	7	2	11	27
9	CCOC(=O)Nc1cccc2ccccc12	11	-8	-6	-11	7	0	-9	0	11	-15	21
10	C=C(C(=O)c1ccccc1)C(C)C(=C)C(=O)c1ccccc1	17	41	58*	57*	1	-3	47	-48	-37	21	94*
11	Cc1c(C(=O)N2CCC(C)CC2)sc2ncnc(N(C)c3ccccc3)c12	-6	-14	11	10	10	16	22	-11	-10	-4	18
12	O=C(NCCN1CCOCC1)C(=O)NCC1OCCN1S(=O)(=O)c1ccc(Cl)cc1 (stereo not drawn)	3	-26	-6	-3	-7	-4	-16	1	8	-6	0

# Entries listed so far marked active in CF NFkB block:
no.	mol	NCOA1 inh	NCOA3 inh	NR2F2 inh	CF NFkB block	SRC2 inh	LMP1 NFkB inh	LRH-1 inv ag	TWEAK-Fn14 inh
10	C=C(C(=O)c1ccccc1)C(C)C(=C)C(=O)c1ccccc1	17	41	58*	57*	47	-48	21	94*

# Going on with the list:
cpd	SMILES	NCOA1 inh	NCOA3 inh	NR2F2 inh	CF NFkB block	TROY signal inh	C8 TRAIL sens	SRC2 inh	LMP1 NFkB inh	KKLEB tox	LRH-1 inv ag	TWEAK-Fn14 inh
13	COc1ccccc1NC(=O)COC(=O)C1CC2C=CC1C2 (stereo not drawn)	-23	15	-8	2	20	-21	20	4	-2	8	-7
14	CCn1ncc(Cl)c1C(=O)Nc1cc(Cl)ccc1Cl	-12	10	-4	-7	7	17	-11	-1	-8	3	14
15	COC(=O)c1ccc2nc(C3CCCCC3)c(CC(C)(C)C)n2c1	4	16	16	22	11	11	5	.	-21	2	9
16	O=S(=O)(c1ccc(N2CCN(CCO)CC2)nc1)N1CCOCC1	-12	-2	24	0	-5	-4	1	-1	0	10	6
17	COc1ccc(CCN2CC(C(=O)N(C)Cc3c(C)n[nH]c3C)CCC2=O)cc1 (stereo not drawn)	-6	-10	10	-9	-9	-6	-34	-6	8	15	-20
18	COc1ccc(C=NCCCN2CCOCC2)cc1	-7	18	-11	-20	5	3	-9	-6	7	-8	-22
19	Cc1onc(-c2ccc3c(c2)OCO3)c1-c1ccc2[nH]ccc2c1	0	4	-3	33	21	14	18	-8	-2	-17	62*
20	Cc1noc(C)c1S(=O)(=O)N1CCCN(C(=O)/C=C/c2ccccc2F)CC1	2	9	-3	12	-6	-2	6	-3	8	-14	-12
21	CCCCC(=O)Oc1ccccc1C1SCc2cc(C)c(C)cc2CS1	-3	-17	24	6	-2	2	3	-8	-18	-8	21
22	CCOc1ccc(C(=O)NCC(=O)OCc2c(C)noc2C)cc1OCC	16	15	7	-6	-4	-1	-4	-3	-1	-11	1
23	O=C(/C=C/c1ccccc1)NC(=S)NNS(=O)(=O)c1ccccc1	-32	-4	-9	-6	-5	2	6	-1	5	-62	2
24	CCOC(=O)C1CCN(c2nc(C)cc(C)c2C#N)CC1	-10	10	-12	-2	-11	0	0	-6	-2	3	-11

# 2 compounds from above, reduced to NCOA3 inh:
no. | SMILES | NCOA3 inh
22 | CCOc1ccc(C(=O)NCC(=O)OCc2c(C)noc2C)cc1OCC | 15
23 | O=C(/C=C/c1ccccc1)NC(=S)NNS(=O)(=O)c1ccccc1 | -4

# New compounds follow.
cpd	SMILES	NCOA1 inh	NCOA3 inh	NR2F2 inh	CF NFkB block	TROY signal inh	C8 TRAIL sens	SRC2 inh	LMP1 NFkB inh	KKLEB tox	LRH-1 inv ag	TWEAK-Fn14 inh
25	Cc1cccc(NC(=O)CNC(=O)c2ccc(S(=O)(=O)NCc3ccco3)cc2)c1C	-16	0	-2	6	-8	-19	6	-3	6	-17	11
26	COCCCNC(=O)Cn1cnc2sc(C)c(S(=O)(=O)N3CC(C)CC(C)C3)c2c1=O (stereo not drawn)	12	-11	.	2	-1	-15	.	-5	2	-4	36
27	CCOC(=O)Cn1nnc(-c2ccc(OCC(C)C)cc2)n1	-5	3	4	8	-28	3	3	2	-1	10	-13
28	COc1ccc(N2CCN(S(=O)(=O)c3ccc(Cl)s3)CC2)cc1	-15	18	3	-2	-3	-5	7	-5	11	-4	3
29	O=C(OCC(=O)c1ccc(Br)s1)c1ccc(O)cc1	-10	-16	2	10	-43	4	-9	-5	9	5	-48
30	CC(=O)Nc1ccc(NC(=O)COC(=O)c2ccc(Cl)nc2)cc1	0	5	3	20	17	2	-1	-3	-7	-3	13
31	C=CCNC(=O)/C(=C/c1cccc([N+](=O)[O-])c1)NC(=O)c1ccco1	-13	-2	12	2	-19	0	18	0	1	-17	9
32	Cc1ccc(S(=O)(=O)CC(=O)Nc2nc(-c3ccccc3)cs2)cc1	5	-3	2	-14	10	-6	0	1	8	-8	1
33	COc1ccc(NC(=O)C(=O)c2cn(CC(=O)N3CCCC3)c3ccccc23)cc1	-22	1	-44	43	-10	12	7	10	-4	28	-65
34	CCOc1ccc(NC(=O)C2C3C=CC4(CN(C(C(=O)OC)C(C)C)C(=O)C24)O3)cc1 (stereo not drawn)	-14	8	-18	-12	-5	-11	-17	3	3	-7	-3
35	C/C(=N\Nc1ncc(Cl)cc1Cl)c1ccc(C#N)cc1	-9	9	-1	-66	-17	-13	0	-8	3	-35	11
36	CC(C)C[C@@H](NC(=O)C1CCC(CNC(=O)[C@H](Cc2ccccc2)NC(=O)OC(C)(C)C)CC1)C(=O)O (stereo partly drawn)	4	6	-8	-19	12	7	3	-2	3	19	2
37	CCOC(=O)CN(Cc1sccc1C)C(=O)Nc1cccc(OC)c1	-19	-19	-10	3	-20	-10	-37	1	2	-8	-22
38	O=C(Nc1cccc(F)c1)c1ccc(-n2cncn2)c2ccoc12	-102	-119	-37	-15	-24	20	-12	.	4	-128	36
39	CS(=O)(=O)N(CC(=O)N1CCCC1)c1ccc2c(c1)OCCO2	2	11	15	8	11	-8	13	2	14	-7	18
40	O=C(CCN1Cc2ccccc2C1)c1ccc2c(c1)OCCO2	-8	9	18	18	-10	-5	-26	1	-6	3	13
41	COc1ccc(/C=C/C(=O)C2(O)CCCCC2)cc1OC	18	25	-26	9	5	1	19	0	4	6	42
42	CN(C)S(=O)(=O)N(CCN1CCOCC1)Cc1ccccc1F	-8	12	3	0	-2	2	-7	-1	4	8	-1
43	COCCn1nnnc1C(c1cc2cc(OC)ccc2[nH]c1=O)N1CCC(Cc2ccccc2)CC1 (stereo not drawn)	0	-4	5	-15	-7	-2	20	3	11	11	-11
44	O=C(Cc1cccc(C(F)(F)F)c1)NCc1ccc(Cl)cc1	1	18	9	11	-20	29	3	4	-15	12	-2
45	COc1ccc(NC(C#N)c2ccc(OC)cc2)cc1 (stereo not drawn)	-8	-6	0	-2	-75	-17	-11	-13	1	-22	-28
46	N#Cc1ccc(S(=O)(=O)N2CCN(c3ncccn3)CC2)cc1	-3	15	10	-1	8	-1	-22	-1	-9	-1	1
47	CC1CC(C)CN(S(=O)(=O)c2ccc(NC(=O)CN3C(=O)NC(C)(c4ccccc4)C3=O)cc2)C1 (stereo not drawn)	10	0	5	-21	-2	-4	9	7	12	-4	8
48	CCCCCCSc1ccc([C@H]2N[C@@](C)(C(=O)OC)[C@H]3C(=O)N(CC)C(=O)[C@@H]23)cc1	3	8	5	8	13	12	5	-4	2	6	4

# Molecules from the list above that contain an NH in an aromatic ring, in the order listed:
cpd	SMILES	NCOA1 inh	NCOA3 inh	NR2F2 inh	CF NFkB block	TROY signal inh	C8 TRAIL sens	SRC2 inh	LMP1 NFkB inh	KKLEB tox	LRH-1 inv ag	TWEAK-Fn14 inh
17	COc1ccc(CCN2CC(C(=O)N(C)Cc3c(C)n[nH]c3C)CCC2=O)cc1 (stereo not drawn)	-6	-10	10	-9	-9	-6	-34	-6	8	15	-20
19	Cc1onc(-c2ccc3c(c2)OCO3)c1-c1ccc2[nH]ccc2c1	0	4	-3	33	21	14	18	-8	-2	-17	62*
43	COCCn1nnnc1C(c1cc2cc(OC)ccc2[nH]c1=O)N1CCC(Cc2ccccc2)CC1 (stereo not drawn)	0	-4	5	-15	-7	-2	20	3	11	11	-11

# New compounds follow.
cpd	SMILES	NCOA1 inh	NCOA3 inh	NR2F2 inh	CF NFkB block	TROY signal inh	C8 TRAIL sens	SRC2 inh	LMP1 NFkB inh	KKLEB tox	LRH-1 inv ag	TWEAK-Fn14 inh
49	COc1ccc(C2C3=C(COC3=O)Oc3cc4c(cc32)OCO4)cc1OC (stereo not drawn)	-6	14	14	-1	11	21	-4	-16	-4	29	-15
50	CC(C(=O)O)N1C(=O)c2ccccc2C1=O (stereo not drawn)	-6	5	-15	-3	-3	-9	-18	-9	3	10	4
51	CCOC(=O)C1=C(C)Nc2ccccc2N=C1NC(=O)/C=C/c1ccc(OC)cc1OC	-4	1	-3	-11	9	-8	-10	-1	2	9	-2
52	O=C1c2cc([N+](=O)[O-])cc3cc([N+](=O)[O-])cc(c23)C(=O)N1c1ccccn1	-6	3	4	15	-28	8	9	-34	-2	18	64*
53	O=C(CN1CCc2ccccc21)NN1CC(=O)N(c2ccc(Cl)cc2)CC1=O	-25	6	26	-5	5	-20	-11	-1	-16	15	19

# 3 of these compounds in another layout:
# Values in the order: NCOA1 inh	NCOA3 inh	NR2F2 inh	CF NFkB block	TROY signal inh	C8 TRAIL sens	SRC2 inh	LMP1 NFkB inh	KKLEB tox	LRH-1 inv ag	TWEAK-Fn14 inh
33: COc1ccc(NC(=O)C(=O)c2cn(CC(=O)N3CCCC3)c3ccccc23)cc1
 : -22	1	-44	43	-10	12	7	10	-4	28	-65
34: CCOc1ccc(NC(=O)C2C3C=CC4(CN(C(C(=O)OC)C(C)C)C(=O)C24)O3)cc1 (stereo not drawn)
 : -14	8	-18	-12	-5	-11	-17	3	3	-7	-3
35: C/C(=N\Nc1ncc(Cl)cc1Cl)c1ccc(C#N)cc1
 : -9	9	-1	-66	-17	-13	0	-8	3	-35	11

# Random draw from the library. About 4.2% of those tested had a hit in this group.
